Source: PubChem
SRC1 inh: human NCOA1 inhibition. inhibition, % at 3.6 µM. actives 0.12% (n = 360,000). HEK293 GAL4-SRC1 luciferase reporter, luminescence;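 active = inhibition above the campaign mean plus 3 SD, with each screening campaign given its own cutoff, cut at about 60% in these data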;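 also: 0% = DMSO treated cells and 100% = gossypol at 36 µM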
COUP-TFII inh: inhibitors of human COUP-TFII (NR2F2). AID 686940. inhibition, % at 8.6 µM. actives 0.7% (n = 370,000). P24468. HEK293T NGFI-A luciferase reporter, luminescence;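 active = inhibition above a per-plate cutoff, mean inhibition of test wells between control levels plus 3 SD, cut at about 38% in these data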;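 also: cells cotransfected with COUP-TFII expression vector driving the NGFI-A reporter; 0% = median of COUP-TF2 test wells and 100% = reporter-only cells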
Target sequence (P24468 whole entry, looked up): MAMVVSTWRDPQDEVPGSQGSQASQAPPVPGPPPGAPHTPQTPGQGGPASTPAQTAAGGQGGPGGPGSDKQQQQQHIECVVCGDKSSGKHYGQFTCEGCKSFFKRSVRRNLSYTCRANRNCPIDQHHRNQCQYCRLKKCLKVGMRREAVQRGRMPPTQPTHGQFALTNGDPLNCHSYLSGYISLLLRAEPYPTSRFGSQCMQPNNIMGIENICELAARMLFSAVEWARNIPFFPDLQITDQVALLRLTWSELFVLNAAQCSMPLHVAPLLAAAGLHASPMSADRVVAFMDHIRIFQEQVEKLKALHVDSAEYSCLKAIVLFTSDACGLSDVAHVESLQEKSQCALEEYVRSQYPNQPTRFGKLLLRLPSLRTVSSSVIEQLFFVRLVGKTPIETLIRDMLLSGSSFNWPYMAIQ
EBV LMP1 NFkB: Epstein-Barr LMP1 NF-kappaB reporter inhibition; LMP1-induced NF-kappaB luciferase reporter cells, luminescence; inhibition, % at 12.5 µM; actives 0.69% (n = 350,000); AID 504558; in the data active = inhibition above about 41%;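 also: 0% = neutral control wells and 100% = reference inhibitor control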
CF NFkB block: inhibitors of cystic fibrosis induced NF-kB | actives 0.86% (n = 360,000) | inhibition, % at 5 µM | KKLEB NF-kB-GFP reporter, PAF-induced, GFP fluorescence overnight;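 active = at least 50% inhibition at 5 µM, scaled per plate between neutral and stimulator controls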;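 also: PAF is a Pseudomonas aeruginosa culture filtrate used as stimulus; plate controls were PAF-stimulated DMSO wells for no effect and unstimulated DMSO wells for full effect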
LRH-1 inv ag: suppresses constitutive activity of human LRH-1 | O00482 | HEK293T StAR-luciferase reporter, LRH-1 transfected, 24 h | inhibition, % at 3.6 µM | actives 0.13% (n = 360,000) | AID 602396;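 active = inhibition above the mean inhibition of all tested compounds plus 3 SD, cut at about 73% in these data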;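 also: 0% = DMSO wells and 100% = reporter-only cells lacking LRH-1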
Target sequence (O00482 whole entry, looked up): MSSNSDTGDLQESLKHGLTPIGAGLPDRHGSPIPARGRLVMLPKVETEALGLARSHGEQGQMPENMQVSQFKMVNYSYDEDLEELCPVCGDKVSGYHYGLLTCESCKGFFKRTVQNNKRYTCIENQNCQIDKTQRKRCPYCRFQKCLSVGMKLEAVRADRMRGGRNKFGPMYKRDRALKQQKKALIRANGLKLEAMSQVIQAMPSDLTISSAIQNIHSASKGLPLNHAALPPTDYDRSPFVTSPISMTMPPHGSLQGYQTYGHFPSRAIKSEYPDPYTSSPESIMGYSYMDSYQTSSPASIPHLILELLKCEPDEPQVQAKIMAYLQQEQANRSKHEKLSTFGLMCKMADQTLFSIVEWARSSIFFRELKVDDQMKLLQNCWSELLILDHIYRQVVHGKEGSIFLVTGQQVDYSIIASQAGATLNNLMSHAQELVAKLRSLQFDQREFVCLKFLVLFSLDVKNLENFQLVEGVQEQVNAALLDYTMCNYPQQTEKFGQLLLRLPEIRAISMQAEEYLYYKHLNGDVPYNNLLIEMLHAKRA
SRC3 inh: inhibits human SRC3 coactivator. HEK293 GAL4-SRC3 luciferase reporter, luminescence. Q9Y6Q9. actives 0.17% (n = 360,000). inhibition, % at 3.6 µM;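 active = inhibition above a per-campaign cutoff, the mean of all compounds plus 3 SD, cut at about 60% in these data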;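 also: 0% = DMSO-treated cells and 100% = gossypol-treated cells at 36 µM; higher means less SRC3-driven luciferase light from the GAL4 reporter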
TWEAK Fn14 block: inhibitors of TWEAK-Fn14 interaction signaling; AID 1159606; actives 2% (n = 360,000); inhibition, % at 10 µM; TWEAK-stimulated Fn14 reporter cells, luciferase luminescence, 8 h; in the data active = inhibition above about 50%
TROY signal inh: inhibitors of TROY-dependent NF-kB signaling | inhibition, % at 10 µM | Q293 LMP1-TROYcd NF-kB luciferase reporter, 4 h | actives 0.98% (n = 360,000);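 active = compounds whose plate-normalised and pattern-corrected inhibition of the luciferase reporter signal at the single screening dose is 50% or more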
Shn3 3UTR inh: inhibitors of Schnurri-3 3'UTR reporter in osteoblasts | Clone20 osteoblast Shn3 3'UTR firefly luciferase, 24 h | inhibition, % at 12.5 µM | actives 0.52% (n = 360,000) | AID 588674;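 active = mean inhibition of at least 75% with every replicate also reaching 75%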;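 also: 0% = median of neutral control wells and 100% = pilot-screen positive control compound; some compounds past the cut are filed as inactive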
C8 TRAIL sens: caspase-8 TRAIL sensitization; NB7+C8 cells + TRAIL, ATPlite viability luminescence; inhibition (viability loss, TRAIL sensitization), % at 10 µM; actives 1% (n = 360,000);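 active = compounds causing at least 50% loss of cell viability in the single-dose screen, relative to plate controls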
KKLEB tox: CF airway cell cytotoxicity counter-screen. KKLEB CF airway cells viability, ATPlite luminescence, overnight; stronger effect = lower value; cells stimulated with P. aeruginosa culture filtrate. activity change (cytotoxicity), % at 5 µM. actives 0.36% (n = 360,000). AID 602141;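 active = corrected activity change at or below -50% at 5 µM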
* marks the source's active call; other numbers are inactive results; . = not tested or not shown. The list is partial; rates above refer to the full screens.

SMILES	SRC1 inh	COUP-TFII inh	EBV LMP1 NFkB	CF NFkB block	LRH-1 inv ag	SRC3 inh	TWEAK Fn14 block	TROY signal inh	Shn3 3UTR inh	C8 TRAIL sens	KKLEB tox
O=C(NOCc1ccccc1)c1ccc([N+](=O)[O-])cc1	-121.9	-65.8	20.0	-3.7	-134.5	-93.0	34.2	-2.2	-84.6	4.7	-9.1
O=C(CCCN1C(=O)c2cccc3cccc(c23)C1=O)N1CCN(c2ncccn2)CC1	-14.5	8.2	0.3	-13.6	-19.5	11.5	-6.6	-1.7	-11.2	-11.8	9.5
CC(c1ccc(O)cc1)(c1ccc(O)cc1)c1ccc(CCBr)cc1	-7.4	11.5	-4.1	10.2	5.8	10.7	18.2	31.1	-4.7	8.7	-10.4
Cc1cccc(-n2ncc3c2CCCC3NC(=O)C2(C(N)=O)CC2)c1C (stereo not drawn)	27.8	65.7*	11.1	0.4	51.5	30.2	19.8	-7.0	82.6	16.2	12.1
CC12CCC(=O)C=C1CCC1C2C(O)CC2(C)C1CCC2(O)C(O)CO (stereo not drawn)	-5.7	-17.9	.	24.8	10.2	1.4	8.2	1.9	4.5	19.5	3.9
O=C(CN1C(=O)NC2(CCc3ccccc32)C1=O)NCC(F)(F)F (stereo not drawn)	-30.1	-0.4	-0.7	-3.5	2.7	1.8	-0.5	-8.6	7.2	-2.5	10.5
CCOC(=O)c1c(NC(=O)CSc2nnc(CNc3ccc(F)cc3)o2)sc(C)c1C	1.9	-2.2	-5.1	-7.4	-7.8	1.4	-3.2	4.8	-10.9	-8.4	3.0
COc1ccc(CN(CC(=O)NCc2ccc(F)cc2)C(=O)CCC(=O)Nc2nccs2)cc1	9.4	2.9	-11.3	-4.0	-1.8	-14.7	13.5	-9.0	9.4	6.5	0.8
COc1ccccc1N1C(=O)c2ccc(C(=O)Nc3cccc(C(C)=O)c3)cc2C1=O	-6.3	8.3	-8.7	12.6	-5.2	-5.2	14.9	4.0	8.6	1.2	6.3
Cc1c(C(=O)N2CC(C)OC(C)C2)oc2ccccc12 (stereo not drawn)	-6.8	1.7	-8.9	-3.7	8.7	9.4	-1.9	-21.3	-24.2	-8.3	0.6
O=C(N/N=C/c1ccco1)C1CC(=O)N(c2ccccc2)C1 (stereo not drawn)	8.8	-6.2	-3.4	-18.7	16.9	10.8	-7.0	-27.1	7.7	-7.0	10.8
CCCCN(C(=O)CCC(=O)O)C1CC(=O)N(c2ccc(OCCC)cc2)C1=O (stereo not drawn)	2.0	-9.9	-1.6	11.2	-8.7	5.2	4.3	21.0	-5.7	-3.0	-0.8
Cc1cc(C(=O)N/N=C/c2ccccc2Br)no1	-34.1	-7.1	-14.1	-1.4	-9.6	-25.1	-18.6	-43.9	-43.2	-0.3	0.3
COc1cc(NC(=O)c2cccs2)c(OC)cc1NC(=O)CCn1nnc2ccccc21	-5.5	6.3	-0.1	-34.3	16.6	8.1	19.2	1.9	-14.0	6.3	6.0
CCCCCn1c(=O)[nH]c2cc(C(=O)NCCCN3CCC(C)CC3)ccc2c1=O	-8.7	9.9	-20.1	13.2	-27.0	14.8	-17.2	-3.9	-27.7	24.5	4.0
O=C(CSCC(=O)N1CCCCC1)Nc1nc(-c2cccs2)cs1	-44.0	-12.2	1.6	-0.2	-14.6	-9.4	7.8	7.2	-24.3	16.8	-13.4
O=C(NC1CCN(C(=O)c2ccccc2Br)CC1)c1ccccc1	0.0	4.1	-1.4	-2.8	-0.4	16.4	-13.3	11.9	-7.1	-20.0	-0.1
CCOC(=O)C1CCCN(C(=S)NC(=O)c2cc(Br)ccc2Cl)C1 (stereo not drawn)	8.7	-15.7	5.1	-29.1	7.2	-10.0	-10.1	-15.9	3.6	-12.4	9.2
Cc1cc2c(ncn2Cc2ccccc2)c(NS(C)(=O)=O)c1C	2.5	13.6	5.9	0.4	7.5	18.4	-15.5	-0.2	12.6	11.0	-0.7
COc1ccccc1C1C2=C(N=c3s/c(=C/c4cccc(OCC(=O)O)c4)c(=O)n31)c1ccccc1CC2 (stereo not drawn)	-0.4	7.9	-5.0	37.2	-2.5	17.4	26.1	30.1	5.9	-1.8	1.3
Clc1cccc(OCCCCCN2CCOCC2)c1	1.2	7.0	2.5	-2.7	6.0	-8.3	-4.6	3.1	16.4	-7.0	-6.2
Cc1ccccc1C(=O)O[C@H]1[C@H](Cc2ccccc2)NS(=O)(=O)[C@H]2CC3C=C[C@]12O3	-4.8	-1.3	1.0	9.7	-11.8	-21.9	-6.2	-10.6	7.0	-16.2	-6.3
Cc1ccc(CCNC(=O)CN(C)S(=O)(=O)c2cnc[nH]2)cc1	-26.7	-6.2	-5.0	-11.1	-2.5	13.9	-6.5	-11.9	-31.3	-0.7	6.2
CCOC(=O)c1c(C)[nH]c(C(=O)COc2ccc3c(c2)OCO3)c1C	-20.8	-18.9	-0.9	7.7	-31.4	-5.8	1.0	15.5	-3.8	14.5	-5.7
O=C1COc2ccc(C(=O)COC(=O)c3nc(Cl)ccc3Cl)cc2N1	-17.0	10.6	1.3	11.7	4.7	-5.5	-10.4	-8.7	-3.1	-1.1	-9.2
COc1cc(/C=C/C(=O)OCC(=O)NC(=O)NC2CCCCC2C)ccc1OC(F)F (stereo not drawn)	-7.5	9.7	-2.9	-7.9	12.0	0.5	-28.6	12.1	9.1	-12.2	11.8
CCOC(=O)c1nnn(-c2nonc2N)c1-c1cccc2ccccc12	-1.7	9.2	4.9	-8.1	-7.6	-5.5	14.6	8.6	-23.6	6.8	-7.4
C/C(=N\NC(=O)c1cccc(S(=O)(=O)Nc2ccc(C)cc2C)c1)c1ccncc1	-6.7	16.4	12.2	-14.6	-27.9	-1.3	-26.5	-14.4	5.3	-15.8	2.2
Cc1ccc(S(=O)(=O)Oc2ccccc2/C=N/NC(=O)c2nn(C)cc2[N+](=O)[O-])cc1	-16.5	4.9	4.8	4.9	3.7	10.1	-2.3	12.8	-8.2	7.1	-6.9
CC1(C)CC(=O)C=C(NCCO)C1	-28.0	-6.5	3.4	-6.0	7.9	0.9	-0.9	0.2	.	2.8	0.5
CCOC(=O)c1oc2ccccc2c1NC(=O)COc1ccc(F)cc1	10.3	.	11.8	8.0	25.4	8.1	-7.5	-8.6	-20.0	21.0	-19.2
COc1cc(/C=N\NC(=O)c2ccc(-c3ccccc3)cc2)cc(Br)c1O	-13.0	-16.6	-1.3	64.9*	9.3	-14.5	-5.3	12.6	13.1	-5.6	-0.6
CCn1c2ccccc2c2n[nH]c(=S)nc21	-4.0	-3.4	3.7	8.6	3.2	-1.5	-15.3	-32.0	-70.8	3.4	-0.1
NC(=O)CSc1nc2ccccc2n1-c1ccccc1	-8.3	-9.0	2.3	3.1	-0.8	8.5	4.7	7.3	-4.5	-9.5	3.1
COc1cccc(NC(=O)Nc2ccccc2C(N)=O)c1	-63.2	-3.9	10.7	-3.0	-2.6	-0.1	-14.4	-36.8	-9.5	2.7	-3.8
CN(CC(=O)Nc1ccccc1Cl)C(=O)COC(=O)c1nc(Cl)ccc1Cl	-11.4	-7.5	-0.4	-17.4	13.8	20.1	-4.1	-5.7	-17.3	7.0	15.6
CC(Oc1ccc(Cl)cc1Cl)C(=O)Nc1ccc2oc(-c3ccncc3)nc2c1 (stereo not drawn)	-2.1	15.8	21.7	-9.7	-16.2	12.2	54.0*	58.9*	36.1	28.0	0.4
Brc1ccc(-c2csc3[n+]2CCCCC3)cc1	3.6	0.1	0.5	-28.5	18.8	6.3	2.1	-7.7	7.8	5.5	17.5
CCCCNC(=O)O[C@@H]1C[C@H]2CCC(=O)N3CC[C@@H](C1)[C@@H]23	-14.8	-36.6	-5.7	0.8	14.2	-11.2	10.4	-14.6	10.7	4.9	-13.3
CC(C)Oc1ccc(C(=O)NCCNC(=O)c2ccco2)cc1	-32.2	7.7	0.8	-16.9	-12.8	-3.4	-14.1	-9.6	-12.1	-8.3	-0.2

A draw from above in order of length of the SMILES, lowest first:
SMILES	SRC1 inh	COUP-TFII inh	EBV LMP1 NFkB	CF NFkB block	LRH-1 inv ag	SRC3 inh	TWEAK Fn14 block	TROY signal inh	Shn3 3UTR inh	C8 TRAIL sens	KKLEB tox
CC1(C)CC(=O)C=C(NCCO)C1	-28.0	-6.5	3.4	-6.0	7.9	0.9	-0.9	0.2	.	2.8	0.5
CCn1c2ccccc2c2n[nH]c(=S)nc21	-4.0	-3.4	3.7	8.6	3.2	-1.5	-15.3	-32.0	-70.8	3.4	-0.1
CCOC(=O)c1oc2ccccc2c1NC(=O)COc1ccc(F)cc1	10.3	.	11.8	8.0	25.4	8.1	-7.5	-8.6	-20.0	21.0	-19.2
CCOC(=O)c1nnn(-c2nonc2N)c1-c1cccc2ccccc12	-1.7	9.2	4.9	-8.1	-7.6	-5.5	14.6	8.6	-23.6	6.8	-7.4
O=C1COc2ccc(C(=O)COC(=O)c3nc(Cl)ccc3Cl)cc2N1	-17.0	10.6	1.3	11.7	4.7	-5.5	-10.4	-8.7	-3.1	-1.1	-9.2
CCOC(=O)c1c(C)[nH]c(C(=O)COc2ccc3c(c2)OCO3)c1C	-20.8	-18.9	-0.9	7.7	-31.4	-5.8	1.0	15.5	-3.8	14.5	-5.7
COc1cc(/C=N\NC(=O)c2ccc(-c3ccccc3)cc2)cc(Br)c1O	-13.0	-16.6	-1.3	64.9*	9.3	-14.5	-5.3	12.6	13.1	-5.6	-0.6
CC(Oc1ccc(Cl)cc1Cl)C(=O)Nc1ccc2oc(-c3ccncc3)nc2c1 (stereo not drawn)	-2.1	15.8	21.7	-9.7	-16.2	12.2	54.0*	58.9*	36.1	28.0	0.4
COc1cc(/C=C/C(=O)OCC(=O)NC(=O)NC2CCCCC2C)ccc1OC(F)F (stereo not drawn)	-7.5	9.7	-2.9	-7.9	12.0	0.5	-28.6	12.1	9.1	-12.2	11.8
CCCCNC(=O)O[C@@H]1C[C@H]2CCC(=O)N3CC[C@@H](C1)[C@@H]23	-14.8	-36.6	-5.7	0.8	14.2	-11.2	10.4	-14.6	10.7	4.9	-13.3

(next part)
SMILES	SRC1 inh	COUP-TFII inh	EBV LMP1 NFkB	CF NFkB block	LRH-1 inv ag	SRC3 inh	TWEAK Fn14 block	TROY signal inh	Shn3 3UTR inh	C8 TRAIL sens	KKLEB tox
Cc1ccc(SCCC(=O)OCC(=O)Nc2ncc(Cl)cc2Cl)cc1	-6.0	17.6	-10.4	9.8	-16.4	5.2	9.2	-15.0	-6.5	-0.1	-7.6
Cc1ccc2occ(CN3CCN(c4ccccc4)CC3)c(=O)c2c1	-11.6	13.6	-8.2	3.0	8.9	-4.7	6.0	2.0	-8.9	-5.6	5.6
Cc1cc(=O)oc2cc(OCCc3ccccc3)ccc12	-164.8	-35.0	-37.1	-23.9	-107.5	-206.9	-97.5	-48.3	-55.2	14.6	5.9
Cc1ccc(S(=O)(=O)NC(=O)COc2ccccc2C)c(C)c1	-5.3	1.3	-0.1	-2.5	10.7	9.1	15.1	2.5	2.0	7.8	-1.2
CC(Oc1ccccc1)C(=O)NN1Cc2ccccc2C1=N (stereo not drawn)	12.3	-8.2	-8.5	12.3	3.5	0.0	5.5	7.9	17.9	1.0	1.6
